TTR transcr act: TTR transcription activators in neuroblastoma reporter cells, primary screen, cell-based, luminescence, SH-SY5Y, TTR promoter Gaussia luciferase | 100% = recombinant luciferase protein wells | activation, % at 16.7 µM | actives 1.3% (n = 92,000) | AID 1117267, 2014;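 active = activation above the mean of all tested compounds plus 3 SD, cut at about 9.5% in these data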;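 also: cells exposed to compounds for one day before reading; 0% = median of all test compound wells on the plate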
An asterisk follows results filed as active. This is a subset. The share of hits here may be higher or lower than overall.

SMILES	TTR transcr act
COc1ccc(C2(c3ccc(OC)cc3)NC(=O)N(CC(=O)Nc3ccccc3C(F)(F)F)C2=O)cc1	-2.5
O=C(O)c1ccccc1C(=O)NC1Cc2ccccc2C1	0.6
OC(CNC1Cc2ccccc2C1)COc1ccc(F)cc1 (configuration not stated)	0.3
O=C(O)c1ccccc1C(=O)Nc1ccc(Oc2cccc(C(F)(F)F)c2)nc1	0.5
O=C(Nc1ccccn1)c1cc(-c2cccnc2)nc2ccc(Br)cc12	-1.7
O=C(O)c1ccc(COc2c(F)c(F)cc(F)c2F)o1	-0.1
S=c1sscc1-c1ccccc1	-2.0
COc1ccccc1NC(=S)NCC1CCCCC1	-1.5
COc1ccccc1N1CCN(C(=O)c2ccoc2C)CC1	4.9
Cc1cc2nc(-c3ccc[nH]c3=O)n(Cc3cccc(F)c3)c2cc1C	-0.2
Fc1ccc(NCc2cccnc2)cc1	1.7
C/C(=N\NC(=O)C1CC1)c1ccc(Cl)cc1	0.4
Cc1cc(C)n(CCc2nc(-c3ccc(-c4ccccc4)cc3)cs2)n1	-1.4
O=C(NNC1CC(=O)N(c2ccc(Br)cc2)C1=O)c1cccs1 (configuration not stated)	2.6
O=C1c2ccccc2C(=O)N1N(c1ccccc1)c1ccccc1	1.4
C=CCNC(=O)c1ccc(-c2cccc([N+](=O)[O-])c2)o1	0.2
Cc1ccc2c(c1)N(CC(=O)NC1CCCc3ccccc31)C(=O)CO2 (configuration not stated)	2.0
CCOc1c2c(nc3ccc(Cl)cc13)CCC2	2.1
CCOc1ccc(NC(=S)NCCCN2CCN(c3ccc(OC)cc3)CC2)cc1	-1.1
COc1ccccc1N1CCN(C(=O)CSc2nnc3n2C(C)(C)Cc2ccccc2-3)CC1	-6.0
C/C(=N\Nc1ccc([N+](=O)[O-])cc1)c1ccc(C#N)cc1	0.6
O=C(Nc1cccc(S(=O)(=O)N2CCCC2)c1)c1ccccc1OC(F)F	0.9
CC(C)c1ccc(-c2nc3c([nH]2)c(=O)n(C)c(=O)n3C)cc1	-2.9
O=C(NCc1ccccc1)Nc1cccn(Cc2ccccc2Cl)c1=O	-2.5
Cc1ccc(CN(C)Cc2cc(=O)oc3cc(C)c(Cl)cc23)cc1	7.4

Further results:
SMILES	TTR transcr act
CSC(SC)=C(C#N)C(=O)c1ccccc1	-0.8
O=C(CNC(=O)C12CC3CC(CC(C3)C1)C2)N/N=C\c1ccccn1	2.6
O=C(CNS(=O)(=O)c1ccccc1)NCC(=O)N1CCCCC1	-0.6
CCCCCCCCN1C(=O)[C@@H](CC(=O)NCc2cccc(C(F)(F)F)c2)C[C@@]2(C(=O)OC)C1=C[C@H](COCc1ccccc1)O[C@@H]2C	0.8
CN1CCN(S(=O)(=O)c2ccc(-c3ccc(Cl)cc3)cc2)CC1	-1.9
NC(=O)c1cc2cc(Cl)ccc2oc1=Nc1cccc(C(F)(F)F)c1	0.4
Cc1ccc(NC(=O)c2c(-c3ccccc3Cl)noc2C)nc1	0.0
O=C(Nc1cccc(-c2nc3ccccc3o2)c1)c1ccc(N2C(=O)C3C4C=CC(C4)C3C2=O)cc1 (configuration not stated)	-9.9
Cc1ccc2c(c1)C(=O)CC(O)(C(F)(F)F)O2 (configuration not stated)	-0.5
CC1CCN(C(=O)C(C)NCc2ccc(F)cc2)CC1 (configuration not stated)	0.7
Cc1ccc(-n2c(C)nn(CC3CC3)c2=O)cc1	-0.2
COc1cc(/C=C/CO)ccc1O[C@@H]1O[C@H](CO)[C@@H](O)[C@H](O)[C@H]1O	0.8
Cc1ccc(NC(=O)[C@@H]2CCCN2S(=O)(=O)c2cccc3cccnc23)c(C)c1	1.2
CC(C(=O)N1CCc2ccccc2C1)N(c1ccccc1)S(C)(=O)=O (configuration not stated)	4.0
CC(=O)c1c(C)[nH]c(C(=O)Nc2ccc(Cl)cc2)c1C	-1.5
Cc1onc(-c2ccccc2Cl)c1C(=O)N(Cc1ccc(N(C)C)cc1)C(C)C	-1.3
Cc1ccc(NC(=O)CN2CCN(CCN=CC3=C(O)CC(c4ccccc4)CC3=O)CC2)cc1 (configuration not stated)	3.7
CCn1c(SCC(=O)NC2CCCCC2)nc2c(c1=O)SCC2	0.5
CCc1nnc(N2C(=O)c3cccc4cccc(c34)C2=O)s1	1.6
Cc1nc2cc(C(=O)NCc3ccc4c(c3)OCO4)ccc2n1-c1ccc(Br)cc1	-0.4
CNc1nnc(C(F)(F)F)s1	2.9
C[C@H]1C2CC(OC(=O)NCc3ccccc3)C(C2)[C@H]2CCCCN21 (some centres not stated)	0.5
O=C(Nc1ccccc1)NC1CCCCNC1=O (configuration not stated)	-0.7
Cc1ccc(C)c(Nc2c([N+](=O)[O-])c(=O)oc3ccccc23)c1	-3.1
O=C(CCc1nnc(-c2ccsc2)o1)N1CCc2c(Cl)cccc2C1	0.3

Overlap with the part before: two entries, then new ones.
SMILES	TTR transcr act
Cc1ccc(C)c(Nc2c([N+](=O)[O-])c(=O)oc3ccccc23)c1	-3.1
O=C(CCc1nnc(-c2ccsc2)o1)N1CCc2c(Cl)cccc2C1	0.3
O=C1C=CC(=O)N1N(c1ccccc1)c1ccccc1	1.1
Cn1c2ccccc2c(=O)c2c(=O)n(Cc3ccccc3)c(-c3ccc(F)cc3)nc21	-1.2
NC(=O)c1ccccc1Br	0.6
CCC1(C)Cc2ccccc2C(=O)N1 (configuration not stated)	-2.0
C/C(=N\Nc1ccc([N+](=O)[O-])cc1[N+](=O)[O-])c1ccc(-n2nncc2C(C)(C)C)cc1	-0.9
CN(c1ccc(OCc2ccc([N+](=O)[O-])cc2)cc1)S(=O)(=O)c1ccccc1	0.5
COC(=O)c1ccc(-c2ncc(-c3cccc4ccccc34)o2)cc1	-0.5
Cc1cc2ccccn2c1C(=O)c1nc(NCc2ccco2)ncc1Cl	2.6
Oc1ccc(-c2nc3c4c(ncn3n2)-c2ccccc2CC42CCCC2)cc1	-1.2
O=C(CC1(O)C(=O)N(Cc2ccccc2)c2ccccc21)c1ccc2c(c1)OCO2 (configuration not stated)	-3.6
O=S(=O)(Nc1ccncc1)c1ccc(Cl)c(Cl)c1	0.6
COc1ccc(NC(=O)Nc2cccc(C)n2)c(OC)c1	-0.2
CCOC(=O)N1CCN(C(=O)C(C)SCc2ccccc2)CC1 (configuration not stated)	-2.7
CN(C)Cc1c(O)ccc2occ(C(=O)c3ccc(F)cc3)c12	2.8
CN(C(=O)C=Cc1ccco1)c1ccccc1	-0.8
CCn1c(C)nnc1SCC(=O)Nc1nccs1	2.3
CCCS(=O)(=O)c1nc(S(=O)(=O)c2ccc(C)cc2)c(N2CCC(O)CC2)s1	-1.0
CCS(=O)(=O)c1ccc2oc(Nc3ccc(OC)cc3)nc2c1	-1.5
Cc1ccc(S(=O)(=O)NCCNC(=O)c2ccc(C)nc2)cc1	-0.3
O=C1C=C(Nc2ccc(Cl)cc2)CC(c2ccccc2)C1 (configuration not stated)	1.3
CCCCNc1c(CCc2ccccc2)nc2nc(C)cc(C)n12	-0.5
COc1ccc(C2NC(=O)c3ccccc3N2)cc1COc1ccc(NC(C)=O)cc1 (configuration not stated)	1.4
CN(C)C(=O)CSc1nnc(Cc2ccccc2)n1CC1CCCO1 (configuration not stated)	2.1
O=C(Nc1ccc(Cl)cc1Cl)c1cccc(N2C(=O)C=CC2=O)c1	-4.7
CN(C)C(=O)N1CCC(C(=O)NCc2ccc3c(c2)OCO3)CC1	-1.1

(list continues)
SMILES	TTR transcr act
COc1ccc(NC(=O)c2cccc(S(=O)(=O)N3CCN(C)CC3)c2)c(OC)c1	1.1
CCN1CCCC1Cn1cnc2c([nH]c3cccc(Cl)c32)c1=O (configuration not stated)	3.2
CCC[C@H]1[C@@H](OC(=O)NCc2cccs2)CC[C@@]23CCCN2C(=O)CCC[C@@H]13	1.3
CCc1ccccc1NC(=O)c1ccc(-n2c(C)ccc2C)cc1	-1.7
CCc1ccccc1NC(=O)COc1ccc(N2CC(C(N)=O)CC2=O)cc1 (configuration not stated)	0.4
Cc1ccc2c(c1)c1c(n2CC(O)Cn2c(C)nc3ccccc32)C(=O)CCC1 (configuration not stated)	0.1
CCCCn1c(N)c(N(CC(C)C)C(=O)c2cccc(OCc3ccccc3)c2)c(=O)[nH]c1=O	0.8
COC(=O)CCN(C1CCCCC1)S(=O)(=O)c1ccc(S(=O)(=O)NC2CCCCC2)cc1	-2.2
O=C(/C=C/c1ccc(Cl)c(Cl)c1)n1cccn1	-1.3
C/C(=N\NC(=O)Cc1csc(N2CCOCC2)n1)c1ccc(Cl)c(Cl)c1	-0.7
COc1ccc(-c2csc(-c3cccs3)n2)cc1OC	-0.9
COc1cccc(/C(O)=C2\C(=O)C(=O)N(c3ccccn3)C2c2cccc(OC)c2OC)c1 (configuration not stated)	-1.6
C=CCNC(=O)c1ccc(C)c(Br)c1	-1.9
COc1cc2c(cc1OC)-c1cc(Nc3ccc(C(=O)O)cc3)nc(=O)n1CC2	-0.9
Cc1ccccc1NC(=O)Cn1nnc(C(=O)NCc2ccco2)c1N	-1.3
O=C(CCC(=O)c1ccccc1)NCc1cccc(C(F)(F)F)c1	-0.5
COc1ccc2c(C)cc(SCC(=O)N3CCOCC3)nc2c1	-1.8
Cc1cc(NC(=O)c2ccccc2F)cc(C)c1OCC(=O)N1CCOCC1	2.2
COc1ccccc1-c1coc2cc(OC(=O)N3CCOCC3)ccc2c1=O	2.8
COc1ccc2[nH]c3c(c2c1)CCN1C(=O)C(CC(=O)NCc2cccc(C(F)(F)F)c2)C[C@H](C(=O)N(C(C)C)C(C)C)[C@@]31C (some centres not stated)	-0.4
COC(=O)[C@]12C[C@H](CC(=O)N3CCSCC3)C(=O)N(CCc3ccc(OC)c(OC)c3)C1=C[C@H](C(C)C)O[C@@H]2C1CC1	9.2
Cc1cc(C(=O)O)ccc1NCc1ccncc1	-0.9
CC(C)C[C@@H](CN1CCCC1CN1C(=S)NC[C@@H]1Cc1ccc(O)cc1)N1C[C@H](Cc2ccccc2)N(CCc2ccccc2)C1=S (some centres not stated)	-1.5
CCOC(=O)c1oc2ccccc2c1COC(=O)C(C)NC(=O)c1ccco1 (configuration not stated)	0.7
CCOC(=O)C1(CCCc2ccccc2)CCN(C(=O)CN2CCOC2=O)CC1	-3.1

Among those listed so far, 5 have a COOH group:
SMILES	TTR transcr act
O=C(O)c1ccccc1C(=O)NC1Cc2ccccc2C1	0.6
O=C(O)c1ccccc1C(=O)Nc1ccc(Oc2cccc(C(F)(F)F)c2)nc1	0.5
O=C(O)c1ccc(COc2c(F)c(F)cc(F)c2F)o1	-0.1
COc1cc2c(cc1OC)-c1cc(Nc3ccc(C(=O)O)cc3)nc(=O)n1CC2	-0.9
Cc1cc(C(=O)O)ccc1NCc1ccncc1	-0.9

Going on with the list.
SMILES	TTR transcr act
Cc1ccc(NC(=O)NC2CCCCCCC2)c(C)c1	1.6
CCC(C)NC(=O)Cn1c(=O)n(-c2ccccc2)c(=O)c2ccc(C(=O)NCc3ccco3)cc21 (configuration not stated)	-0.3
O=C(/C=C/c1ccc(O)cc1)OCc1occc(=O)c1O[C@@H]1OC(CO)[C@@H](O)[C@H](O)[C@@H]1O (some centres not stated)	0.3
COc1ccc(Cc2c(-c3cccc(Br)c3)nc3c(C)cc(Br)cn23)c(C)c1	-1.4
Cc1ccc2c(Cl)c(C(=O)NCC3CCCO3)sc2c1 (configuration not stated)	-0.1
N#C/C(=C\Nc1ccccc1SC(F)(F)F)c1nc(-c2ccccc2)cs1	2.3
CCOC(=O)C1CCN(C(=S)Nc2cc(C)ccc2C)CC1	-1.5
O=C(CCCNS(=O)(=O)c1cccc2nsnc12)NCCN1CCN(c2ccccc2F)CC1	-0.8
CC1CC(C)CN(C(=O)COC(=O)c2cc3ccccc3oc2=O)C1 (configuration not stated)	0.0
COc1ccc(NC(=O)COC(=O)CCc2ccc(S(=O)(=O)N3CCOCC3)cc2)cc1Cl	-1.6
COc1ccc(CNC(=S)N/N=C(/C)c2ccccc2)cc1	1.6
CS(=O)(=O)c1ccc2nc(NC(=O)C3CC3)sc2c1	2.9
Clc1ccc(Nc2ncnc3c2cnn3-c2ccccc2)cc1	-2.6
O=C(N/N=C/c1ccc([N+](=O)[O-])o1)c1ccncc1	-2.0
CC(C)Oc1cc(F)ccc1-c1cc(C(=O)Nc2ccc(C(C)C)cc2)[nH]n1	9.4
Cc1cc(=O)oc2c3c(cc(OCC(=O)Nc4ccc(CCO)cc4)c12)OC(C)(C)CC3	2.3
Cc1ccccc1C(=O)N1CCC2CC1c1cc(Cl)ccc12 (configuration not stated)	0.6
CCCCCCCCN1C(=O)[C@H](CC(=O)NCCc2ccccc2OC)C[C@@]2(C(=O)OCC)CCCC=C12	-1.7
COc1ccc(OC)c(CCNC(=O)CC2(CC3=NS(=O)(=O)c4ccccc4N3)CCCC2)c1	0.5
CCOC(=O)C1(CC2CC2)CCN(Cc2cn(C)c3ccccc23)CC1	1.5
O=C(Nc1ccc(CN2CCOCC2)cc1)c1ccc(N2CCCC2)c([N+](=O)[O-])c1	6.8
COc1ccc(/C(C)=C2\SC(=S)N(CCC(=O)O)C2=O)cc1	-2.5
CC1CCN(C(=O)Cc2nn(C)c(=O)c3ccccc23)CC1	3.4
C[C@H]1C2CC(OC(=O)Nc3cccc(C(F)(F)F)c3)C(C2)[C@H]2CCCCN21 (some centres not stated)	-1.9
C=CC[C@H](CC(=O)N(CCO)Cc1ccccc1)C(=O)NC[C@H](OC(=O)[C@@H](CC=C)Cc1ccc(F)cc1)c1ccccc1	-3.3
